# AI-2 QS mod – modulates the Vibrio harveyi AI-2 quorum sensing system | 0.4% of 300,000 active | Vibrio harveyi JMH597 AI-2 luminescence/OD600 ratio, 9 h; hits give low values; strain lacks LuxN and CqsS sensors; 0 = neutral-control median | activity change, % at 7.5 µM | AID 2094; in the data active = activity change below about -75%, passing the limit was not always enough; inconclusive = no clear call, values can overlap the other calls;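 note: luminescence divided by OD600 gain over 9 h not by final OD600 alone; inactives centre near 13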
# GSK3 alpha inh – blocks human GSK-3 alpha kinase. P49840. ADP-Glo luminescence, 60 min. inhibition, % at 10 µM. 0.1% of 320,000 active. AID 2650;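 in the data active = inhibition above about 50%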;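 note: GST-tagged GSK-3 alpha with peptide substrate and 25 µM ATP; 0% = DMSO neutral wells and 100% = GW8510 positive control wells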
# Target sequence (P49840 whole entry, looked up): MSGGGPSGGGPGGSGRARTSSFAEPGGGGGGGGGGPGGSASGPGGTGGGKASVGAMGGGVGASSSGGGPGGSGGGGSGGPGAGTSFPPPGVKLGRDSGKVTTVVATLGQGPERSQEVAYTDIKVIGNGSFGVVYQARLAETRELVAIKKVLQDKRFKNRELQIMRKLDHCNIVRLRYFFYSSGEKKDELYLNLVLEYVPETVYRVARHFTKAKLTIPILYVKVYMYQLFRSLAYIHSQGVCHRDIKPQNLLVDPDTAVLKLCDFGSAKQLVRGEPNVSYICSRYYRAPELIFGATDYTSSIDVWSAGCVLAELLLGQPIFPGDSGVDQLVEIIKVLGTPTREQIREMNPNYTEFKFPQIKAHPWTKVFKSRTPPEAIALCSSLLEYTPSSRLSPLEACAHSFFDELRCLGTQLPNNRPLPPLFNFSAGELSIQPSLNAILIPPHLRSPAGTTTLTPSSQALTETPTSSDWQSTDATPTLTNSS
# KLF5 inh – suppresses KLF5 promoter-driven expression; AID 1700; 0.23% of 290,000 active; inhibition, % at 5 µM; DLD-1 KLF5 promoter-luciferase reporter, luminescence;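 active = inhibition above a per-plate limit of that plate's mean compound inhibition plus 3 SD, cut at about 60% in these data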;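 note: 0% = DMSO wells and 100% = LY294002 at 200 µM; higher means less KLF5 promoter-driven luciferase light; inactives centre near -14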
# GSK3B inh – human GSK3beta kinase inhibition. P49841. activity score (negative = inhibition), % at 10 µM. GST-GSK3beta kinase, ADP-Glo luminescence, 60 min; hits give low values. 0.038% of 300,000 active;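 active = more than half of replicate wells score below -50%, meaning over 50% inhibition versus plate controls; inconclusive = some replicates but at most half score below -50%; inactive = no replicate scores below -50%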;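 note: 0% = median DMSO wells and -100% = median GW8510 positive control wells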
# Target sequence (P49841 whole entry, looked up): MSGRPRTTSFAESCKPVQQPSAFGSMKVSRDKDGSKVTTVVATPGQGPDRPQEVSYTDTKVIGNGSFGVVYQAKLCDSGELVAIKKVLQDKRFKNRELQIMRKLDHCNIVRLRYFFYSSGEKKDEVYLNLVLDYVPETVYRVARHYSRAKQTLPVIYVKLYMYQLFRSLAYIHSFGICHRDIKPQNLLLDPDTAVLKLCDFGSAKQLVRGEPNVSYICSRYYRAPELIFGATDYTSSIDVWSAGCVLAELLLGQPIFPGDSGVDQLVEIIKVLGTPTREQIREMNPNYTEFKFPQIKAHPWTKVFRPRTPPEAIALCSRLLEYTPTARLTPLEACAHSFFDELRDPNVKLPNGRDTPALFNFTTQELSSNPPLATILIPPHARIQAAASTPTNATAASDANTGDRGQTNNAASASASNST
#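 Test system – GST-tagged human GSK3beta kinase, cell-free · Incubation – 60 min enzyme reaction, room temperature · Signal – ADP-Glo luminescence · Also added – peptide substrate and ATP at 25 µM · Controls – DMSO neutral wells and GW8510 at 20 µM as positive · Buffer or medium – Tris/MgCl2 kinase buffer · Measure – Luminescence-derived activity versus plate DMSO and GW8510 wells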
# HSP90 inh – HSP90 refolding inhibition in rabbit reticulocyte lysate; 0.91% of 290,000 active; inhibition, % at 5.6 µM; luciferase refolding luminescence, 3 h;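 active = inhibition above the screen-wide mean plus 3 SD, computed separately per campaign, cut at about 16% in these data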;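 note: 0% = DMSO wells and 100% = 60 µM geldanamycin wells; inhibitors lower the luminescence because luciferase stays unfolded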
# IEC-6 cytotox – kills IEC-6 intestinal cells in KLF5 counter-screen | IEC-6 cytotoxicity, luminescence viability | inhibition, % at 5 µM | 0.78% of 290,000 active; in the data active = inhibition above about 22%;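 note: 0% = plate median of test compound wells and 100% = cytotoxic reference compound wells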
# HSF1 activator – increases HSF-1 driven luciferase reporter signal; NIH3T3-HGL HSF-1 luciferase reporter, MG132, 8 h; 100% = twice DMSO control signal; activation, % at 9 µM; 1.7% of 300,000 active; AID 504408;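 active = mean replicate activation of at least 50% with a set share of replicates each reaching 50%; inconclusive = only one of those two conditions met; inactive = mean below 50% and too few replicates reaching it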;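 note: 0% = median of the neutral control wells and 100% = twice that signal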
# HSF1 inh – HSF1 inhibition. NIH3T3-HGL HSE-luciferase, MG132-induced, luminescence 8 h; hits give low values. activity change, negative = inhibition, % at 7.5 µM (by protocol). 0.77% of 300,000 active. AID 2098;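 active = more than half of replicate wells show activity change below -50%, luminescence cut by over half; inconclusive = some wells, but at most half, below -50%; inactive = no replicate well below -50%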;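 note: luciferase reports HSF-1 transcriptional activity via heat shock element; 0% = median of DMSO wells and -100% = zero luminescence signal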
# PolyA inhibitor – yeast polyadenylation inhibition; S. cerevisiae SKY197-pL101 polyadenylation reporter, beta-gal luminescence; efflux-impaired pdr1/pdr3 knockout yeast; score 100 = 6 SD above DMSO; calls only at 12 µM; 0.02% of 300,000 active; AID 1875;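 active = lowest replicate activity score at least 50, where 100 means six control SD above control mean; inconclusive = lowest score under 50 but half or more replicates reach 50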;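 note: yeast exposed to compound for 9 h at 30 °C; higher score means more reporter readthrough which indicates perturbed polyadenylation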
# aSyn 5UTR inh – MLPCN primary screen, SNCA 5' untranslated region; alpha-synuclein 5'UTR reporter, inhibitor activity; inhibition, % (tested at 7.5 µM); 0.82% of 300,000 active; in the data active = inhibition above about 60%; inconclusive = no clear call, values can overlap the other calls;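 note: H4 neuroglioblastoma cells stably carrying SNCA 5'UTR luciferase fusion; 0% = DMSO wells and 100% = positive control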
# * marks the source's active call; other numbers are inactive results; i = inactive; u = inconclusive; x = no result given. These rows are one share of the data; rates above refer to the full screens.
# Preview:
SMILES,AI-2 QS mod,GSK3 alpha inh,KLF5 inh,GSK3B inh,HSP90 inh,IEC-6 cytotox,HSF1 activator,HSF1 inh,PolyA inhibitor,aSyn 5UTR inh
COc1ccccc1NC(=O)c1nn(-c2ccccc2)ccc1=O,27,0,-20,3,0,11,7,1,i,-18
CC(=O)c1ccccc1OC(=O)c1c(F)cccc1F,14,-3,-9,-1,-6,-6,-5,1,i,9
CCCCn1c(SCC(=O)NC2CC2)nc2ccccc2c1=O,1,-1,-12,-1,-2,7,-14,1,i,25
CCc1cc(C(=O)Nc2cc(Cl)ccc2N2CCN(C)CC2)sc1C,28,-3,x,2,x,x,-9,-1,i,14

# All compounds of this part, repeating the preview:
SMILES,AI-2 QS mod,GSK3 alpha inh,KLF5 inh,GSK3B inh,HSP90 inh,IEC-6 cytotox,HSF1 activator,HSF1 inh,PolyA inhibitor,aSyn 5UTR inh
COc1ccccc1NC(=O)c1nn(-c2ccccc2)ccc1=O,27,0,-20,3,0,11,7,1,i,-18
CC(=O)c1ccccc1OC(=O)c1c(F)cccc1F,14,-3,-9,-1,-6,-6,-5,1,i,9
CCCCn1c(SCC(=O)NC2CC2)nc2ccccc2c1=O,1,-1,-12,-1,-2,7,-14,1,i,25
CCc1cc(C(=O)Nc2cc(Cl)ccc2N2CCN(C)CC2)sc1C,28,-3,x,2,x,x,-9,-1,i,14
Cc1c(C(=O)N2CCOCC2)sc(NC(=O)c2ccc3c(c2)OCO3)c1C#N,21,-2,-10,1,2,3,2,2,i,-19
CC(C)OCCCNC(=O)C(Cc1ccccc1)NS(=O)(=O)c1ccc2c(c1)CCC(=O)N2 (centres undefined),0,-3,2,2,2,0,-16,2,i,-4
COc1ccc(C2C(C#N)=C(N)Oc3cc(C)n(Cc4ccco4)c(=O)c32)cc1 (centres undefined),1,-1,1,-1,-2,2,22,0,i,5
CC(=O)c1ccc(O)c(CC=C(C)C)c1,13,1,x,1,x,x,8,6,i,15
O=S(=O)(Nc1ccc2ccccc2c1)c1ccccc1,-2,2,0,3,2,14,12,10,i,-42
Cc1cc(Cl)ccc1-n1c(-c2cccnc2)n[nH]c1=S,-13,1,-16,-9,3,0,4,-12,i,-40
CCN(CC)CCn1c2ccc(Cl)cc2c2nc(C)sc21,22,-3,-8,0,-2,3,-21,-5,i,8
COc1cc(C(=O)N/N=C/c2cn(Cc3ccccc3)c3ccccc23)ccc1O,7,2,-34,4,-2,3,0,-2,i,u
CCOC(=O)c1[nH]c2ccccc2c1NC(=S)Nc1cccc(C)c1C,-4,3,-6,-4,2,-1,-9,-6,i,-43
CC(=O)/C(C#N)=C1\NC(=O)C(Cc2ccccc2C)S1 (centres undefined),-5,1,40,5,3,71*,-3,-5,i,32
Cc1ccccc1NC(=O)CSc1nc(N2CCCCC2)nc(N2CCCCC2)n1,24,-2,-1,-1,0,1,-6,2,i,34
C=CCn1cc(C(=O)NCC2CCCO2)c(=O)c2cc(S(=O)(=O)N3CCCCCC3)ccc21 (centres undefined),x,-2,7,x,0,14,x,x,x,x
COc1ccc(-c2cc(C(F)(F)F)nc(SCC(=O)N3CC(C)OC(C)C3)n2)cc1OC (centres undefined),36,x,-27,-1,1,0,-8,-1,i,19
CCN(C(=O)COC(=O)Cc1c[nH]c2ccccc12)c1c(N)n(Cc2ccccc2)c(=O)[nH]c1=O,0,x,x,-1,x,x,5,-2,i,24
CCC(=O)Nc1ccc(C(=O)NNC(=O)c2cc([N+](=O)[O-])cc([N+](=O)[O-])c2)cc1,22,0,-18,0,2,4,-13,-6,i,-27
O=C(CN1C(=O)COc2ccc(S(=O)(=O)N3CCCC3)cc21)N1CCCC1,11,-2,-30,5,2,-4,-3,1,x,-6
CSc1ccccc1OCc1cc(C(=O)NCc2cccc(C)n2)no1,3,-2,-145,1,-6,0,40,26,i,-112
Clc1ccc(OCCNCCc2ccccc2)cc1,11,4,-14,-4,-4,2,16,-1,i,3
CSCC[C@H](NC(=O)N1CCn2c1nc1ccccc12)C(=O)N1CCCCC1,13,1,-19,0,-6,-6,5,3,i,-1
COc1ccc(OC(=O)COc2cc(C)ccc2C)cc1,28,-1,-29,1,-2,-8,16,-3,i,-4
CCOC(=O)c1cccc(NC(=O)CCNS(=O)(=O)c2cc(Br)cnc2N)c1,21,0,3,0,-1,2,4,0,i,-4
# Further results
SMILES,AI-2 QS mod,GSK3 alpha inh,KLF5 inh,GSK3B inh,HSP90 inh,IEC-6 cytotox,HSF1 activator,HSF1 inh,PolyA inhibitor,aSyn 5UTR inh
COC(=O)CCC(=O)OC1(C)C(=O)C2=CN(CCCCO)C(c3ccc(OC)cc3)=CC2=C(Br)C1=O (centres undefined),27,-1,5,2,2,-6,-12,-5,i,-4
CCOC(=O)/C(N=Nc1ccc(F)cc1)=C(/O)c1ccc([N+](=O)[O-])cc1,16,-2,-10,3,-2,-2,-1,-3,i,15
O=C(Oc1ccc(OC(=O)N2CCCCC2)cc1)c1ccccc1,18,-1,1,1,1,0,20,7,i,-58
O=C(O)C1CCCCC1C(=O)NCCCn1ccnc1 (centres undefined),25,1,-17,0,1,-4,-3,16,i,13
CC(C(=O)O)n1c(C(F)(F)F)nc2ccccc21 (centres undefined),2,-2,-11,-2,0,-7,-16,-5,i,6
COCCOC(=O)C1=C(C)NC2=C(C(=O)CC(C)(C)C2)C1c1cc2c(cc1Br)OCO2 (centres undefined),6,-1,-13,3,-2,-3,11,6,i,-8
N#C/C(=C\c1ccc(-c2ccccc2)cc1)c1nc(-c2ccco2)cs1,9,-2,-14,4,1,-5,33,8,i,-38
Cc1ccc(N=C2NC(=O)/C(=C/c3cccs3)S2)cc1C,23,-14,16,1,-7,8,30,22,i,-6
NNC(=O)/C(=C/c1cccs1)NC(=O)c1ccccc1Cl,0,-2,-19,0,0,-2,-3,-4,i,-16
CC1(C)CN(c2ccc(N3CC(C)(C)C3=O)cc2)C1=O,18,-2,-49,1,-2,-4,8,-1,i,-70
O=C(NCCn1cccn1)C1CCC(=O)N(CC2CCCCC2)C1 (centres undefined),18,-2,-25,1,2,-1,-13,-10,i,-16
COc1cc(C(=O)NC(CCSC)C(=O)OCc2cc([N+](=O)[O-])cc3c2OCOC3)cc(OC)c1OC (centres undefined),17,-1,13,3,-1,3,1,10,i,21
CCc1cc(/C(Cc2cscn2)=N\O)c(O)cc1O,36,6,-10,-2,1,12,3,-10,i,11
Cc1cccc(C)c1OCCCN1CCOCC1,-5,-1,-12,1,3,1,-13,11,i,15
CC(C)(C)C(=O)NNC(=O)c1cc2sccc2s1,15,0,-14,-1,-1,-2,8,-14,i,-16
COc1ccc(CCn2c(=N)c(C(=O)NCC3CCCO3)cc3c(=O)n4ccccc4nc32)cc1OC (centres undefined),22,2,-7,7,0,0,15,3,i,-44
CCc1ccc(C(=O)COc2ccc(NC(C)=O)cc2)cc1,26,x,-73,2,6,0,2,3,i,-50
CC(NC(=O)c1ccc(F)cc1)C(c1cccs1)N1CCN(C)CC1 (centres undefined),21,-2,16,3,-3,1,-7,4,i,-20
CC(OC(=O)c1ccccc1NCCO)C(=O)Nc1ccc(S(=O)(=O)N2CCOCC2)cc1 (centres undefined),23,-2,x,0,x,x,-12,-2,i,-18
O=C(Cc1ccccc1)Nc1cc(Cl)ccc1Sc1ccccc1,24,0,19,4,2,5,58*,29,i,13
COc1ccc(C(=O)CN2CCN(c3ccc(Cl)cc3)CC2)cc1OC,25,-1,-2,-1,2,-4,-21,2,i,22
COc1ccc(/C=C/C(=O)c2cc(Cl)cc(Cl)c2O)c(OC)c1,19,-5,-5,1,2,1,-12,-10,i,-10
CC(=O)Nc1cc(C(=O)N2CCCC2)ccc1Sc1ccc(C)cc1,33,-2,8,-2,-3,-1,-12,-10,i,24
CCOC(=O)CSc1nnnn1-c1cccc2ccccc12,45,11,4,0,-3,10,-7,-4,i,8
O=C1NC(Cc2c[nH]c3ccccc23)C(=O)N1Cc1ccc(CN2C(=O)NC(Cc3c[nH]c4ccccc34)C2=O)cc1 (centres undefined),12,1,-27,4,-1,3,6,-2,i,12

# Six compounds from above, ordered by the number in HSP90 inh, ascending:
mol	HSP90 inh
CC(=O)Nc1cc(C(=O)N2CCCC2)ccc1Sc1ccc(C)cc1	-3
O=C1NC(Cc2c[nH]c3ccccc23)C(=O)N1Cc1ccc(CN2C(=O)NC(Cc3c[nH]c4ccccc34)C2=O)cc1 (centres undefined)	-1
CC(C(=O)O)n1c(C(F)(F)F)nc2ccccc21 (centres undefined)	0
CCc1cc(/C(Cc2cscn2)=N\O)c(O)cc1O	1
O=C(NCCn1cccn1)C1CCC(=O)N(CC2CCCCC2)C1 (centres undefined)	2
Cc1cccc(C)c1OCCCN1CCOCC1	3

# (more compounds)
SMILES,AI-2 QS mod,GSK3 alpha inh,KLF5 inh,GSK3B inh,HSP90 inh,IEC-6 cytotox,HSF1 activator,HSF1 inh,PolyA inhibitor,aSyn 5UTR inh
Brc1ccc(-c2nnc3n2CCCCC3)cc1,3,0,6,4,-4,6,-4,-15,i,13
Cc1ccc(/C=N/n2c(C)nc3ccccc3c2=O)s1,-6,0,-32,-2,3,4,10,22,i,-90
O=c1nc2ccc(Cl)cn2c2ccc(S(=O)(=O)N3CCOCC3)cc12,21,-1,-28,2,0,-9,-8,-4,i,-2
Cc1cccc(NC(=O)CCS(=O)(=O)c2ccc3c(c2)NC(=O)CS3)n1,14,-4,-25,-1,-2,-3,-9,-2,i,2
CCC1=NN(C(=O)c2ccccc2Br)C(O)(c2ccc(Br)cc2)C1 (centres undefined),29,-1,-14,1,2,4,0,-1,i,-10
O=C(NCCCn1ccnc1)c1cc(-c2ccc3c(c2)OCO3)on1,15,-1,11,1,1,3,4,-1,i,-22
CC1=CC(C)(C)Nc2ccc(OC(=O)c3cccnc3)cc21,39,1,-12,1,13,9,-8,-6,i,15
CCOc1ccc(CCNC(=O)CS(=O)(=O)Cc2nc(-c3ccc(OC)cc3)oc2C)cc1,8,0,-14,15,6,0,-20,3,i,-12
CC(=O)c1ccc(C(=O)N2CCCC(C(=O)c3cc(F)ccc3F)C2)s1 (centres undefined),0,0,-21,-3,-1,1,8,-3,i,5
CCCN(C(=O)C1=COCCO1)c1c(N)n(Cc2ccccc2)c(=O)[nH]c1=O,22,2,x,-1,x,x,14,6,i,9

# Source: PubChem BioAssay
